M5 antag = human M5 muscarinic receptor antagonists, primary screen, CHO cells, Fluo-8 calcium fluorescence; Muscarinic acetylcholine receptor M5 (Homo sapiens), P08912; CHO-hM5 cells, ACh EC80; inhibition, % at 3 µM; hit rate 0.59% among 360,000;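 active means inhibition above a per-plate cutoff, the mean of that plate's test compounds plus 3 SD, cut at about 27% in these data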;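 further: 0% = acetylcholine EC80 with DMSO and 100% = DMSO without agonist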
TAAR1 ag = human TAAR1 agonists, primary screen, Fluo-8 calcium fluorescence, CHO RD-HGA16 cells. hit rate 0.99% among 360,000. AID 624467, 2012. activation, % at 3 µM. vehicle wells 0%, saturating PEA agonist 100%. Trace amine-associated receptor 1 (Homo sapiens), Q96RJ0;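 active means activation above the mean activation of all test compounds in the run plus 3 SD, cut at about 38% in these data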
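System: CHO RD-HGA16 cells carrying human TAAR1 plus Gα16; Incubation: 17-24 h seeding, 75 min 37 °C dye, 30 min RT; Measured by: Fluo-8 fluorescence, 5 s baseline then 140 s kinetic read; Control set: DMSO and PEA EC100; Replication: single well for each compound.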
M4 antag = human M4 muscarinic receptor antagonists, primary screen, CHO cells, Fluo-8 calcium fluorescence; Muscarinic acetylcholine receptor M4 (Homo sapiens), P08173; CHO-hM4 cells, ACh EC80; inhibition, % at 3 µM; hit rate 0.73% among 360,000;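 active means inhibition above its plate's cutoff, the mean inhibition of sample wells plus 3 SD, cut at about 27% in these data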;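 further: 0% = acetylcholine EC80 with DMSO and 100% = DMSO without agonist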
Target sequence (P08173 whole entry, looked up): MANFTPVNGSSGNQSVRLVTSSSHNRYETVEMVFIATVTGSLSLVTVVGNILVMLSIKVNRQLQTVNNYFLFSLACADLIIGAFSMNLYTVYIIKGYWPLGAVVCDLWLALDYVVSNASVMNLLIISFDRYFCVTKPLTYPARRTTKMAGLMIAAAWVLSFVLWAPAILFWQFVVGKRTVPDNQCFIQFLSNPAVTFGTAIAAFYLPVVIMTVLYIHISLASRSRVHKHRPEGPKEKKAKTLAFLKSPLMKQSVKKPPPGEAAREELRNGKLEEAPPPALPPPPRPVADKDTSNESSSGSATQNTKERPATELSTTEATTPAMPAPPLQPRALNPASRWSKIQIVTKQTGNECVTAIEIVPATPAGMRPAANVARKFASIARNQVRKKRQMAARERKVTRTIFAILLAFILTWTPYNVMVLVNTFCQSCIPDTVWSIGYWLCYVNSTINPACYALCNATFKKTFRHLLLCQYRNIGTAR
M5 ag = human M5 muscarinic receptor agonists, primary screen, CHO-K1 cells, Fluo-8 calcium fluorescence; CHO-K1 hM5 cells; 0% DMSO wells, 100% maximal acetylcholine response; activation, % at 3 µM; hit rate 0.19% among 360,000;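 active means activation above the run's mean over test compounds plus 3 SD, cut at about 23% in these data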;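 further: signal is peak over basal fluorescence ratio across the kinetic read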
CHRM1 antagonist = human M1 muscarinic receptor antagonists, primary screen, CHO-K1 cells, Fluo-8 calcium fluorescence, 1536-well; hit rate 1.3% among 360,000; Muscarinic acetylcholine receptor M1 (Homo sapiens), P11229; CHO-K1 hM1, ACh EC80 antagonist; inhibition, % at 3 µM;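 active means percent inhibition above its own plate's cutoff, namely the mean of that plate's compound wells plus 3 SD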;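 further: peak over basal fluorescence ratio during 140 s after agonist addition; 0% = ACh EC80 plus DMSO and 100% = DMSO alone without agonist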
Target sequence (P11229 whole entry, looked up): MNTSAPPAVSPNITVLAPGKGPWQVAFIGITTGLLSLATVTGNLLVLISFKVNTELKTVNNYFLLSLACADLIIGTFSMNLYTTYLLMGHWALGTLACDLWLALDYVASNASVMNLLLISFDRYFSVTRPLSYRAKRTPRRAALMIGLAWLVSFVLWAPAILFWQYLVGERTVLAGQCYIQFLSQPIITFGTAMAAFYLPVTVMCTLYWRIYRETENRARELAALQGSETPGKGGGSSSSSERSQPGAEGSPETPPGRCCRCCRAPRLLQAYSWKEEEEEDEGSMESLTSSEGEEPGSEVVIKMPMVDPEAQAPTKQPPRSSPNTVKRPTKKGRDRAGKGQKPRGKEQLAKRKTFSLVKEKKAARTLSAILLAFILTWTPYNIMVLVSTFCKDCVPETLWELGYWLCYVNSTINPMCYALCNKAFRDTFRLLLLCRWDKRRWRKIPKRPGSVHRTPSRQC
M5 PAM = human M5 muscarinic receptor positive allosteric modulators, primary screen, CHO-K1 cells, Fluo-8 calcium fluorescence; Muscarinic acetylcholine receptor M5 (Homo sapiens), P08912; CHO-K1 hM5, ACh EC20 PAM; 0% = ACh EC20, 100% = ACh EC100; activation, % at 3 µM; hit rate 0.3% among 360,000; AID 624038, 2012;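 active means activation above the run cutoff, the mean activation of all test compounds plus 3 SD, cut at about 18% in these data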
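system = human M5 receptor in CHO-K1 cells | compound = one concentration, 3 µM final (nominal) | schedule = Post-acetylcholine fluorescence recording 140 s | signal = Fluo-8 calcium dye fluorescence, kinetic read | benchmarks = low control EC20 acetylcholine (0%), high control EC100 acetylcholine (100%) | repeats = singlicate, one well per test compound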
CHRM4 agonist = human M4 muscarinic receptor agonists, primary screen, CHO-K1 cells, Fluo-8 calcium fluorescence; hit rate 0.14% among 360,000; CHO-K1 hM4/Gqi5; vehicle 0%, full acetylcholine response 100%; activation, % at 3 µM; AID 624127, 2012; Muscarinic acetylcholine receptor M4 (Homo sapiens), P08173;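 active means activation above the run mean over all test wells plus 3 SD, cut at about 32% in these data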;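 further: peak over basal fluorescence ratio per well then scaled between controls; 0% = DMSO wells and 100% = acetylcholine at EC100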
M1 PAM = human M1 muscarinic receptor positive allosteric modulators, primary screen, CHO-K1 cells, Fluo-8 calcium fluorescence, 1536-well; Muscarinic acetylcholine receptor M1 (Homo sapiens), P11229; CHO-K1 hM1, ACh EC20; 0% = ACh EC20, 100% = maximal ACh; activation, % at 3 µM; hit rate 0.088% among 360,000; AID 588819, 2011; in the data active means activation above about 19%, passing the limit was not always enough
CHRM1 agonist = human M1 muscarinic receptor agonists, primary screen, Fluo-8 calcium fluorescence, CHO-K1 cells, HTS; hit rate 0.33% among 360,000; activation, % at 3 µM; AID 588814, 2011; CHO-K1 hM1, agonist mode; 0% DMSO, 100% acetylcholine EC100;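 active means activation above the run's mean compound activation plus 3 SD, cut at about 16% in these data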;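 further: peak over basal fluorescence ratio within a 140 s kinetic read after compound addition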
Numbers without * were called inactive; . = no result given. The list is partial; rates above refer to the full screens.

Screens by letter – A = M5 antag; B = TAAR1 ag; C = M4 antag; D = M5 ag; E = CHRM1 antagonist; F = M5 PAM; G = CHRM4 agonist; H = M1 PAM; I = CHRM1 agonist
CN(CC(=O)Nc1cccc(F)c1)C(=O)c1cccnc1Sc1ccccc1
  A = 0; B = 0; C = 1; D = 0; E = -12; F = 5; G = 3; H = 12; I = -2

O=c1c(Cc2c(F)cccc2Cl)c(O)ccn1CC1CCCO1 (stereo unspecified)
  A = 0; B = 3; C = 0; D = -3; E = -3; F = 6; G = 1; H = 4; I = -10

CCCNC(=O)c1nn2c(C(F)(F)F)cc(-c3ccccc3)nc2c1Cl
  A = 0; B = 0; C = 4; D = 2; E = -22; F = 11; G = 0; H = 9; I = -3

O=C(NCc1cccc(F)c1)C1CCC(=O)N(C2CC2)C1 (stereo unspecified)
  A = 21; B = 1; C = 9; D = -2; E = -3; F = -7; G = 0; H = 6; I = -2

N/C(=N\OC(=O)c1ccc(Cl)cc1Cl)c1ccccn1
  A = -5; B = 0; C = 1; D = -4; E = 9; F = 3; G = 0; H = 6; I = -9

Cc1cccc(C(=O)OCc2cncs2)c1
  A = 0; B = 3; C = -2; D = 1; E = -10; F = 10; G = 0; H = 11; I = -5

Cc1ccccc1C(=O)NNC(=O)CN1C(=O)c2ccccc2C1=O
  A = 2; B = 8; C = -8; D = 1; E = -3; F = 3; G = 0; H = 12; I = -7

N#Cc1c2n(c3c(=O)n(Cc4ccc(Cl)cc4)cnc13)CCCC2
  A = 0; B = 14; C = -6; D = -3; E = -22; F = -1; G = 1; H = 0; I = -6

Cc1ccc(-c2nnc(SCC(=O)N/N=C/c3cccs3)n2-c2ccc(C)cc2)cc1
  A = 15; B = 3; C = -2; D = -1; E = -6; F = -6; G = 0; H = 5; I = -5

Cc1noc(C)c1C(c1ccccc1)S(=O)(=O)c1ccccc1 (stereo unspecified)
  A = 1; B = 5; C = -4; D = -7; E = -12; F = -2; G = -1; H = 8; I = -8

CC1(C)C2CC[C@]1(C)C(=O)N(CCCCN1CCN(c3ccccn3)CC1)C2=O
  A = 9; B = 4; C = 0; D = -6; E = -8; F = -4; G = 2; H = 9; I = -8

Cc1cc(/C=C2\NC(=O)NC2=O)c(C)n1-c1ccc(N2CCOCC2)cc1
  A = 9; B = 6; C = 7; D = 2; E = 13; F = 2; G = 0; H = -4; I = -6

CCOC(=O)N1CCC(N(CCOC)C(=O)Nc2ccc(Cl)c(Cl)c2)CC1
  A = -9; B = 2; C = -7; D = -4; E = -1; F = -5; G = 10; H = -4; I = -9

COc1ccc(OC)c(NC(=O)NC2(C(F)(F)F)Oc3ccccc3O2)c1
  A = -5; B = 11; C = -2; D = -12; E = -4; F = -6; G = -1; H = -2; I = -3

O=C(Cc1cccc(NC(=O)C2CCCN(C(=O)c3ccccc3)C2)c1)Nc1cccc(C(=O)N2CCCCC2)c1 (stereo unspecified)
  A = -2; B = 2; C = 2; D = 0; E = 0; F = -1; G = 0; H = 2; I = -4

COc1ccccc1NS(=O)(=O)c1ccc2oc(N)nc2c1
  A = 15; B = 4; C = 1; D = -4; E = -2; F = -6; G = 2; H = 8; I = -3

O=S(=O)(Nc1ccc(N2CCCCC2)cc1)c1cccc2cccnc12
  A = 10; B = 10; C = 10; D = -3; E = 11; F = -7; G = 2; H = -8; I = -6

COc1ccccc1Nc1nc(N)nc(-c2oc3ccccc3c2C)n1
  A = -3; B = 3; C = -2; D = -1; E = 1; F = -3; G = 0; H = 5; I = -3

CCC(=O)N1CCN=C1SCc1cccc(C(F)(F)F)c1
  A = 7; B = 0; C = 7; D = -6; E = -10; F = -1; G = 0; H = 11; I = -4

Cc1cccc(OCC(=O)Nc2ccccc2N2CCCCC2)c1
  A = 0; B = 12; C = -4; D = -3; E = -5; F = -5; G = -1; H = 8; I = -4

O=C(c1cccc(C(F)(F)F)c1)N1CCOC12CCN(c1ncc(C(F)(F)F)cc1Cl)CC2
  A = 0; B = -1; C = 6; D = 0; E = -11; F = 2; G = 0; H = 6; I = -3

Cc1nc(NC(=O)c2ccc(F)cc2)sc1C(=O)Nc1ccc2c(c1)CCC2
  A = 6; B = -5; C = 2; D = -3; E = 11; F = -9; G = 0; H = 3; I = -5

O=C(O)c1ccccc1-c1ccc(/C=C2\SC(=O)N(c3ccccc3)C2=O)o1
  A = 14; B = 0; C = 0; D = 1; E = -3; F = 5; G = 1; H = 2; I = -2

COc1cccc(C2CC(=O)Nc3cc4c(cc32)OCCO4)c1OC(C)C (stereo unspecified)
  A = -4; B = 0; C = -10; D = 0; E = -2; F = -4; G = 2; H = 4; I = 0

CN1CCN(c2ccccc2NC(=O)c2ccc(N3CCOCC3)c([N+](=O)[O-])c2)CC1
  A = -7; B = 5; C = -3; D = -7; E = -13; F = 0; G = 6; H = 7; I = -6

COc1cccc(NC(=O)CSc2nc3ccccc3c(=O)n2CCCC(=O)NCC2CCCO2)c1 (stereo unspecified)
  A = 2; B = 10; C = -5; D = 6; E = -2; F = -2; G = 8; H = 6; I = 4

CCOc1cc(C(=O)N(Cc2ccccc2)c2ccc(C)cc2)ccc1OCC(=O)N1CCOCC1
  A = 8; B = 24; C = -10; D = -3; E = -15; F = 7; G = 2; H = 12; I = -8

C[C@@H]1CN([C@@H](C)CO)C(=O)Cc2cc(NC(=O)Nc3ccc(C(F)(F)F)cc3)ccc2O[C@@H]1CN(C)S(=O)(=O)c1ccc(Cl)cc1
  A = 5; B = 1; C = 10; D = 1; E = -5; F = -7; G = 2; H = 4; I = -3

Cc1ccc(C(C)(O)CS(=O)(=O)Cc2ccccc2)cc1 (stereo unspecified)
  A = 0; B = -1; C = 3; D = -4; E = 6; F = -4; G = 0; H = 0; I = -3

CC(C)CNC(=O)c1cccc(NC(=O)C(C)C)c1
  A = 0; B = 5; C = 1; D = -5; E = 2; F = -2; G = 0; H = 3; I = -3

COc1ccc(S(=O)(=O)N2CC3CCCN3c3ccc(C(F)(F)F)cc32)cc1 (stereo unspecified)
  A = 1; B = 1; C = 30*; D = -2; E = 1; F = -6; G = 0; H = -2; I = -4

O=C(COC(=O)c1ccco1)NCC1CCCO1 (stereo unspecified)
  A = -2; B = 5; C = -3; D = -3; E = -2; F = 1; G = 1; H = 1; I = -3

O=C(NCc1ccco1)c1cnc2sccn2c1=O
  A = -2; B = 2; C = -4; D = 2; E = -23; F = 2; G = 1; H = 20; I = 1

CCOC(=O)[C@]12CCC=C1N(Cc1cccc3ccccc13)C(=O)[C@H](CC(=O)NCc1ccc(OC)c(OC)c1)C2
  A = -4; B = 0; C = -7; D = 0; E = .; F = -11; G = 9; H = .; I = .

COc1ccc(COc2ncnc3ccc(Br)cc23)cc1F
  A = 2; B = 2; C = -11; D = -1; E = -9; F = 2; G = 5; H = 2; I = -2

CCOC(=O)C(C)n1nc(/C=C/c2ccccc2)ccc1=O (stereo unspecified)
  A = 4; B = 9; C = -4; D = -6; E = 3; F = 0; G = 2; H = -13; I = -4

O=C(Nc1nc2ccccc2n1CCN1CCOCC1)c1ccc(Cl)cc1
  A = 7; B = 2; C = -2; D = 3; E = -23; F = -4; G = 2; H = 11; I = -2

O=C(Nc1cccc(O)c1)c1cc(-c2ccc3c(c2)OCO3)on1
  A = -1; B = -1; C = -2; D = 0; E = -8; F = -1; G = 4; H = 3; I = 1

COc1ccc(COc2cc(-c3cccc(OC)c3)nc3ccc(N)cc23)cc1
  A = 18; B = 8; C = 1; D = -3; E = 6; F = -11; G = 8; H = -5; I = -3

CSc1ccccc1C(=O)N(CC1CCCO1)c1c(N)n(Cc2ccccc2)c(=O)[nH]c1=O (stereo unspecified)
  A = 0; B = -1; C = 6; D = -1; E = -11; F = 6; G = 0; H = 11; I = -3

CCC(=O)N1CCc2cc(Br)cc(S(=O)(=O)NC3CCN(Cc4ccccc4)CC3)c21
  A = 4; B = -4; C = -3; D = -8; E = 11; F = -2; G = 3; H = -5; I = -9

CC(C)CC(COCc1cccc(C(F)(F)F)c1)N1CCN(C(=O)c2cccc(C(F)(F)F)c2)CCC1=O (stereo unspecified)
  A = 5; B = 3; C = -1; D = -6; E = 3; F = 2; G = 2; H = 6; I = -4

CCOC(=O)C1=C(COC(=O)/C=C/c2ccc(OC)cc2OC)NC(=O)NC1C (stereo unspecified)
  A = 7; B = 5; C = -2; D = 4; E = 9; F = -17; G = 13; H = -1; I = 6

CCCN(C(=O)COC(=O)Cn1c(=O)oc2ccccc21)c1c(N)n(Cc2ccccc2)c(=O)[nH]c1=O
  A = 4; B = 5; C = 12; D = 2; E = -9; F = -2; G = 0; H = 2; I = -3

COC(=O)c1cccc(-n2nnnc2SCC(=O)Nc2cc(C)on2)c1
  A = -2; B = -2; C = -2; D = -1; E = 6; F = 3; G = -1; H = 0; I = -3

COc1cccc(/C=N/NC(=O)CN2CC(c3ccccc3)CC2=O)c1O (stereo unspecified)
  A = 2; B = 4; C = -4; D = -1; E = -8; F = -1; G = 1; H = 4; I = -4

O=C(CSc1nnc(CNC(=O)C23CC4CC(CC(C4)C2)C3)n1-c1ccc(F)cc1)Nc1ccc(F)cc1
  A = 3; B = 21; C = -7; D = 5; E = -9; F = 4; G = 3; H = 15; I = -1

CCOC(=O)c1c(-c2cccs2)csc1N
  A = 5; B = -2; C = -13; D = -6; E = -1; F = -5; G = 0; H = 5; I = -13

Cc1c(Cl)cccc1NC(=O)c1ccc(-n2ccnc2)nc1
  A = 0; B = 6; C = 3; D = -1; E = 5; F = 2; G = 3; H = 5; I = -2

OC(CNCCc1ccc(C(F)(F)F)cc1)COc1cccc2ccccc12 (stereo unspecified)
  A = -2; B = 60*; C = 7; D = -1; E = 4; F = 4; G = 5; H = 6; I = -2

CCOC(=O)C1CCCN(C(=O)CCNS(=O)(=O)c2ccc3c(c2)CCC(=O)N3)C1 (stereo unspecified)
  A = 0; B = 9; C = -2; D = -2; E = -15; F = 4; G = 1; H = 14; I = 0

O=[N+]([O-])c1ccc(N2CCN(c3ccccc3F)CC2)c(S(=O)(=O)N2CCOCC2)c1
  A = 7; B = 5; C = 3; D = 0; E = -14; F = -5; G = 2; H = 7; I = -5

An excerpt from above in order of the CHRM1 antagonist value, ascending.
structure	CHRM1 antagonist
CC(C)CNC(=O)c1cccc(NC(=O)C(C)C)c1	2
CCOC(=O)C(C)n1nc(/C=C/c2ccccc2)ccc1=O (stereo unspecified)	3
Cc1c(Cl)cccc1NC(=O)c1ccc(-n2ccnc2)nc1	5
